PI4K2A inh: inhibitors of human PI4K2A. activity change, negative = inhibition, % at 76.9 µM. AID 1346378. purified PI4K2A, ADP-Glo luminescence, 1 h; hits give low values. Q9BTU6. 420,000 compounds, 0.13% hits; in the data active = activity change below about -50%; inconclusive = mostly about -30% to -49%;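 also: -100% = wells without enzyme as full effect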
Target sequence (Q9BTU6 whole entry, looked up): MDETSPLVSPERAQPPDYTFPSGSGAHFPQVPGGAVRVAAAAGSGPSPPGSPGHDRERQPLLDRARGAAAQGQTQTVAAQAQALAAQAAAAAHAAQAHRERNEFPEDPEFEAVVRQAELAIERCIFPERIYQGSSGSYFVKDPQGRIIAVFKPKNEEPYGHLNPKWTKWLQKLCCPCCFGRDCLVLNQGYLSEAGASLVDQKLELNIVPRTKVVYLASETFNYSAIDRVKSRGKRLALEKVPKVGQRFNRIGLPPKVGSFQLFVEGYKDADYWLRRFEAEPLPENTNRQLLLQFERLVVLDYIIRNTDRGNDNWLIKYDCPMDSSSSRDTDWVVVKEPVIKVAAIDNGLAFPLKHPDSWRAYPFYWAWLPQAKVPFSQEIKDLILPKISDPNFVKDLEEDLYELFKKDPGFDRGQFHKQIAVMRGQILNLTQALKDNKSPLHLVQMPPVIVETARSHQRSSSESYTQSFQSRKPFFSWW
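Compounds are screened against recombinant PI4K2A using PI as substrate and ATP, the latter dispensed at 300 microM. Reactions run one hour at ambient temperature before ADP-Glo detection; full inhibition defined by wells lacking enzyme.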
JMJD2A Tudor inh: inhibitors of human JMJD2A Tudor domain; 390,000 compounds, 4.4% hits; Potency, µM (titrated, usually from 114 µM), inactives show at the highest dose activity change, negative = inhibition, hits mostly inhibitors; AlphaScreen JMJD2A-Tudor / H3K4me3 peptide binding; also: potency is read from the fitted curve at half-maximal effect; % is scaled to controls: 0 for no effect and ±100 for the full control effect; nearly all actives have a fitted effect of over 50% in size
ERG Ets-DNA blk: inhibitors of human ERG Ets domain-DNA interaction; P11308; fluorescence polarization, His-ERG Ets domain / labelled DNA; Potency, µM (top dose mostly 76.9 µM), inactives show at the highest dose FP activity, negative = inhibition, most hits filed as inhibitors; 370,000 compounds, 0.028% hits; active = well fitted inhibition curve with a large enough effect in the polarisation, with a control signal flat; inconclusive = small, poorly fitted or top-dose-only effect, or effect the other way, or a change in a side signal; inactive = no such curve, though single readings can be large or run the other way; the % refers to the polarisation;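 also: polarization taken with two DNA probes labelled with fluorescein and Texas red; potency is read from the fitted curve at half-maximal effect; % of control where 0% means no effect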
Target sequence (P11308 whole entry, looked up, the tested form may be a part): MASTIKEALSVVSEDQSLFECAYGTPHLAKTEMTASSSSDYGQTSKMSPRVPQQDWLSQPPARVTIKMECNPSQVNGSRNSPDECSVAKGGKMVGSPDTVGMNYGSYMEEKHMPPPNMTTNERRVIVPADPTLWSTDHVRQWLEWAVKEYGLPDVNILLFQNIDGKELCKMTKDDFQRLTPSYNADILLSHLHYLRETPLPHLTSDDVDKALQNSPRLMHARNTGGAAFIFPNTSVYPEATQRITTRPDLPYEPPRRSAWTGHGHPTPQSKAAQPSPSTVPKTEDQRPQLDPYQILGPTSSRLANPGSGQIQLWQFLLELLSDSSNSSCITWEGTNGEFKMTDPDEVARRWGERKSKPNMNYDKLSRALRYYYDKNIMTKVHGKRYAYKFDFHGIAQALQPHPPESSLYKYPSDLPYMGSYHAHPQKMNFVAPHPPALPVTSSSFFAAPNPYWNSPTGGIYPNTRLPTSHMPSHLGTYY
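His-tagged ERG Ets domain (1 uM in the protein solution; 300mM KCl, 50mM Tris-HCl, 1mM EDTA, 1mM DTT, pH 7.5) received compound, then a probe mix of 5 nM fluorescein-DNA and 100nM Texas-615-DNA. Fluorescence polarization was read for both dyes.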
G9a block: inhibitors of human histone lysine methyltransferase G9a; Q96KQ7; G9a H3K9 monomethylation, AlphaScreen, 2 h; 350,000 compounds, 8.8% hits; Potency, µM (highest dose often 102 µM), for inactives: top-dose activity, negative = inhibition, most hits filed as inhibitors; also: potency is read from the fitted curve at half-maximal effect; % is scaled to controls: 0 for no effect and ±100 for the full control effect; nearly all actives have a fitted effect of over 75% in size
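AlphaScreen read-out: biotin-H3K9 peptide (500 nM) methylation by 20 nM enzyme with 20 uM SAM, 2 h at room temperature after 15 min compound preincubation; anti-monomethyl H3K9 antibody plus donor/acceptor beads, 10 min dark.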
Pin1 inh: human Pin1 inhibition; Pin1 FP peptide displacement, HiFluor488, 10 min; Potency, µM (titrated, usually from 115 µM), inactives show at the highest dose activity, negative = inhibition, most hits filed as inhibitors; 390,000 compounds, 0.009% hits; active = well fitted inhibition curve with a large enough effect in the polarisation, with a control signal flat, not every such curve was filed as active; inconclusive = small, poorly fitted or top-dose-only effect, or effect the other way, or a change in a side signal; inactive = no such curve, though single readings can be large or run the other way; the % refers to the polarisation; also: potency is read from the fitted curve at half-maximal effect; % is scaled to controls: 0 for no effect and ±100 for the full control effect
Tb PGK inh: T. brucei PGK inhibition; P07378; PGK/GAPDH coupled, Kinase-Glo luminescence, 60 min; Potency, µM (titrated, usually from 57.5 µM), inactives show at the highest dose activity change, negative = inhibition, hits mostly inhibitors; 380,000 compounds, 0.043% hits; AID 602233; also: potency is read from the fitted curve at half-maximal effect; % is scaled to controls: 0 for no effect and ±100 for the full control effect; nearly all actives have a fitted effect of over 60% in size
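Recombinant glycosomal PGK reaction used 1,3-bisphosphoglycerate generated in-well by GAPDH (100nM final) in 100mM TEA pH 7.6, 5mM MgCl2, 0.01% Tween-20. After 60 minutes at room temperature, ATP was read by Kinase-Glo Plus luminescence end-point.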
GLS inh: inhibitors of human glutaminase (GLS); Potency, µM (highest dose often 45.5 µM), inactives show top-dose activity change, negative = inhibition, actives largely listed as inhibitors; O94925; 410,000 compounds, 0.21% hits; GLS enzymatic activity, qHTS titration; also: potency is read from the fitted curve at half-maximal effect; % is scaled to controls: 0 for no effect and ±100 for the full control effect
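Enzyme dispensed in phosphate buffer (45 mM, pH 8.2, 0.02% Tween-20), compounds pinned in, then 1 mM L-glutamine solution and the glutamate oxidase–HRP–Amplex Red mix added; fluorescence read immediately and again after 30 min at room temperature.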
HP1b binding inh: inhibitors of HP1-beta chromodomain binding to methylated histone tails; P83916; AlphaScreen HP1-beta / biotin-H3K9me3 peptide binding; Potency, µM (top dose mostly 114 µM), for inactives: top-dose activity change, negative = inhibition, actives largely listed as inhibitors; 390,000 compounds, 0.56% hits; also: potency is read from the fitted curve at half-maximal effect; nearly all actives have a fitted effect of over 70% in size; inactives centre near 23
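AlphaScreen: HP1-beta (50 nM) preformed 30 min with biotin-H3(1-18)K9me3 peptide (50 nM) in PBS pH 7.4, 0.01% Tween-20. Compound added for 30 min at RT, then streptavidin donor/nickel chelate acceptor beads (10 ug/mL) for 30 min.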
BAZ2B inh: BAZ2B (human) inhibition; Q9UIF8; Potency, µM (doses to about 114 µM), without a hit: top-dose activity change, negative = inhibition, actives largely listed as inhibitors; AID 504333; AlphaScreen BAZ2B-H3K14Ac peptide displacement; 360,000 compounds, 4.4% hits; also: potency is read from the fitted curve at half-maximal effect; % is scaled to controls: 0 for no effect and ±100 for the full control effect; nearly all actives have a fitted effect of over 60% in size
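In this displacement format the biotinylated H3(5-23) peptide acetylated at Lys14 serves as ligand at 50 nM, with BAZ2B at 50 nM in PBS pH 7.4 containing 0.01% Tween-20. Donor and acceptor beads are 10 ug/mL final.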
Active calls of the source: *; i = inactive; ? = inconclusive; · = no result given; [ ] = remark or other dose. Unless noted, calls follow the shape of the dose curve; as a rule, active = well fitted curve in the direction sought with a large enough effect; inconclusive = small, poorly fitted or top-dose-only effect, or another doubt; inactive = no such curve, though single readings can be large; an effect the other way counts as inactive or inconclusive.

GLS inh | Tb PGK inh | BAZ2B inh | G9a block | JMJD2A Tudor inh | HP1b binding inh | Pin1 inh | ERG Ets-DNA blk | PI4K2A inh | molecule
-5% | -4% | -5% | 0% | -8% | 37% | -8% | 7% | -3 | Cc1ccc(N=C2CSC(=O)N2)cc1
-2% | 0% | 20% | 32% | -17% | 11% | 7% | 9% | 2 | CS(=O)(=O)Nc1cc2c3c(c1)CCC(=O)N3CCC2
0% | -2% | -17% | 6% | -12% | 59%[activator] | 0% | 7% | -4 | Cc1cc(C)cc(NC(=O)c2cc(S(=O)(=O)N3CCCC3)cn2C)c1
2% | -6% | 5% | 18%[59 µM] | -2% | 35% | 12% | 2% | -8 | O=C(NCCc1ccccc1)c1ccc2c(c1)N(Cc1ccc(Cl)cc1)C(=O)CS2
-10% | -1% | 40µM* | ? | ? | ? | 3% | -5% | -7 | Cc1nc(N2CCN(c3ccccc3O)CC2)c2c(-c3ccccc3)csc2n1
-8% | i | ? | -30% | -8% | 39% | 2% | -2% | 12 | CCOc1cc(C2Nc3ccccc3C(=O)N2c2ccccc2OC)ccc1O (stereo unspecified)
-13% | 2% | -11% | 21% | -3% | 28% | -6% | -3% | 1 | COc1ccccc1P(=O)(Cc1ccccc1)c1ccccc1 (stereo unspecified)
1% | -4% | -5% | 2% | 9% | 36% | -6% | 2% | -4 | Cc1cccc(C)c1OCC(=O)NNC(=O)CCNC(=O)c1ccc(Br)cc1
-3% | 1% | -18% | 27% | -11% | 12% | -2% | 0% | 6 | O=C(O)CC/C(=N/NC(=O)CNC(=O)Cc1ccccc1)c1ccccc1
-9% | -3% | -24% | 55%[activator] | -21% | 34% | 1% | 4% | -6 | CCCCc1ccc(NC(=O)Nc2cccnc2)cc1
0% | · | 5% | -4% | -12% | 17% | 0% | · | 2 | O=c1oc2ccc(Br)cc2cc1-c1nc2ccccc2o1
3% | i | -19% | ? | -3% | 29% | ? | 7% | -2 | CC(=O)c1ccc(NC(=O)/C(=C\c2cccs2)NC(=O)c2ccco2)cc1
16% | -9% | 8% | -10% | -8% | 15% | -2% | 7% | -7 | CCC(C)Cn1c(C(C)O)nc2ccccc21 (stereo unspecified)
-7% | -2% | -7% | ? | 5% | 17% | -7% | 2% | -4 | COc1ccc(S(=O)(=O)N(Cc2ccccc2)c2ccccc2C(=O)O)cc1
-3% | -5% | -3% | ? | -6% | 44% | 3% | 10% | -1 | COCCn1nnnc1SCC(=O)c1ccc(F)cc1
4% | i | 1% | · | -1% | 19% | -10% | 14% | -7 | CCc1nnc(NC(=O)c2ccc(Br)o2)s1
-8% | -1% | -36% | -7%[59 µM] | -15% | 17% | -3% | 0% | -4 | O=C(Nc1ccc(N2CCN(C(=O)c3ccccc3)CC2)c(Cl)c1)c1cccnc1
-12% | -8% | -3% | -17% | -15% | 24% | -18% | 6% | -7 | CCOC(=O)COc1ccc(C(c2c(C)[nH][nH]c2=O)c2c(C)[nH][nH]c2=O)cc1
-8% | ? | ? | ? | 56µM* | ? | ? | 12% | -28 | CN(C)S(=O)(=O)c1cc(NC(=O)COC(=O)/C=C/c2ccco2)ccc1Cl
4% | -1% | 9% | 14%[59 µM] | 5% | 32% | 0% | -1% | -3 | CCCCOc1ccc(Cn2c(=O)oc3ccc(C)cc32)cc1

JMJD2A Tudor inh: what is marked active above
GLS inh | Tb PGK inh | BAZ2B inh | G9a block | JMJD2A Tudor inh | HP1b binding inh | Pin1 inh | ERG Ets-DNA blk | PI4K2A inh | molecule
-8% | ? | ? | ? | 56µM* | ? | ? | 12% | -28 | CN(C)S(=O)(=O)c1cc(NC(=O)COC(=O)/C=C/c2ccco2)ccc1Cl

The list goes on:
GLS inh | Tb PGK inh | BAZ2B inh | G9a block | JMJD2A Tudor inh | HP1b binding inh | Pin1 inh | ERG Ets-DNA blk | PI4K2A inh | molecule
2% | 2% | 6% | 23%[59 µM] | -10% | 13% | 1% | 1% | -3 | Cc1nn(C)c(C(=O)N/N=C/c2cccc3ccccc23)c1Cl
-12% | -7% | -3% | 6% | -1% | 26% | -1% | -10% | 0 | CC(C)(C)N1CCC1CN (stereo unspecified)
0% | -10% | 3% | 9% | -28% | 31% | 12% | -3% | -1 | CSCCC(NS(=O)(=O)c1ccc2c(c1)oc(=O)n2C)C(=O)NC1CCC(C)CC1 (stereo unspecified)
-11% | i | 7% | -12%[59 µM] | 4% | 18% | 1% | 1% | -3 | CC(=O)N/C(=C\c1ccc(F)cc1)C(=O)N(C)C
0% | 0% | -3% | -5%[59 µM] | -1% | 42%[activator] | -2% | 9% | -5 | CCOc1cc(-c2cc(N)n[nH]2)cc(OCC)c1OCC
7% | 5% | 1% | -2% | -11% | 1% | -9% | -5% | -1 | C=CCn1c(SC(C)C(N)=O)nc2sc(CC)cc2c1=O (stereo unspecified)
-5% | -2% | 0% | 23%[59 µM] | -3% | 12% | 2% | -4% | -10 | CCOCCCNC(=O)C(NC(=O)c1cnccn1)c1ccc(C)cc1 (stereo unspecified)
12% | 0% | 12% | 12% | -4% | 58%[activator] | -1% | -1% | 2 | Cc1ccc(SCCC(=O)N/N=C/c2ccccc2O)cc1
14% | 1% | -21% | -38% | -13% | 13% | 24% | 1% | ? | COc1ccc(Cn2c(C)c(C)c(C#N)c2NC(=O)Nc2cccc(C)c2)cc1
1% | i | -37% | -3%[59 µM] | 8% | 49%[activator] | 1% | 2% | 1 | COc1ccccc1-n1c(SCC(=O)Nc2cccc(C(=O)O)c2)nnc1-c1ccccc1O
5% | -4% | -4% | 10% | -10% | 18% | -9% | -7% | -4 | N#Cc1ccc(OCC(O)CN2CCC(C(O)(c3ccccc3)c3ccccc3)CC2)cc1 (stereo unspecified)
17% | -4% | -30% | 50µM* | -16% | 9% | -2% | 5% | 5 | COc1ccc(C(=O)NC(=S)N2CCOCC2)cc1OC
7% | -3% | -14% | 6% | -12% | 8% | 4% | -10% | -13 | CN1CCN(S(=O)(=O)c2cccs2)CC1
4% | 7% | 7% | 22% | -14% | 8% | 12% | -5% | 3 | CCCCN(C(=O)CCC(=O)Nc1cc(C)on1)C(C(=O)NC1CCCC1)c1ccc(F)cc1 (stereo unspecified)
-1% | 7% | -2% | -6%[12.7 µM] | 0% | 33% | 4% | 2% | 1 | CC(C)Cn1c(N)c(C(=O)COC(=O)COc2cccc(C(F)(F)F)c2)c(=O)n(C)c1=O
-2% | -4% | 0% | 32% | 7% | 18% | -6% | 4% | -2 | COc1cc(CCC(=O)OCC(=O)Nc2ccc(Br)cc2F)cc(OC)c1OC
4% | 0% | -26% | -5%[59 µM] | -8% | 27% | -7% | 2% | 6 | Cc1cccc(N2CCN(C(=O)/C=C/c3cccs3)CC2)c1C
-7% | i | -2% | · | -3% | 26% | -4% | 4% | -2 | CN(C)C(=O)c1cn(CCC#N)nc1-c1ccc2ccccc2c1
-11% | -2% | 7% | 20% | -8% | 35% | -1% | 1% | 1 | CC(NC(=O)c1ccco1)C(=O)NC(C)c1cc(F)c(Cl)cc1Cl (stereo unspecified)
15% | i | -11% | -4% | -5% | -6% | -3% | -5% | -1 | CC(=O)NC1C(OCc2ccccc2)OC2COC(C)(C)OC2C1O (stereo unspecified)
-8% | -8% | -8% | ? | -16% | 32% | 14% | 4% | 2 | COc1cccc(CNC(=O)c2cc3c(C)nc4ccccc4c3o2)c1
-14% | -4% | ? | 32µM* | -34% | -5% | 29% | 7% | 8 | COc1ccc(-c2csc(NC(=S)NC(=O)c3cccs3)n2)cc1OC
-6% | i | 5% | 26%[0.501 µM] | 0% | 54%[activator] | 8% | -2% | 7 | Cc1ccccc1CS(=O)(=O)CCC(=O)NCc1ccccn1
1% | i | -23% | -48% | -16% | 56%[activator] | ? | 18% | -4 | Cc1ccc(N/C=C2/Sc3ccccc3NC2=O)cc1
-13% | i | -33% | ? | -19% | 21% | ? | 4% | 2 | COc1ccc(-c2cc(-c3ccccc3)nc(SCC(=O)Nc3ncc(C)s3)c2C#N)cc1
-12% | i | 1% | -23%[59 µM] | -5% | 22% | 3% | 2% | -3 | Cc1ccc(N2CC(c3nnc(Cc4ccccc4Cl)o3)CC2=O)cc1 (stereo unspecified)
0% | 10% | 7% | -2% | -24% | 12% | -1% | -5% | 1 | O=C(NCc1ccco1)Nc1ccc(Br)cc1
-9% | -1% | 35% | 112%[activator] | 40%[activator] | 86%[activator] | 2% | 16% | -2 | CCCCN(C)Cc1cc(=O)oc2cc3c(cc12)CCCC3
0% | · | ? | -33%[59 µM] | -19% | 23% | 3% | 0% | -3 | CCCC1=Nc2cc(C(=O)NCCOC)ccc2Sc2ccccc21
-1% | -7% | -22% | ? | -18% | 22% | 10% | 1% | 1 | O=C(Oc1c(-c2ccccc2)c(=O)n2c3c(cccc13)CC2)c1ccccc1
0% | -11% | -28% | 8% | -22% | 15% | 0% | 10% | 3 | CCc1ccccc1NC(=O)CCCN1C(=O)c2cccnc2C1=O
-13% | 0% | -39% | ? | 3.2µM* | ? | 7% | 1% | 11 | COc1cc2c(cc1OC)CN(Cc1cccs1)CC2
7% | -8% | 2% | 9%[59 µM] | 0% | 44%[activator] | 3% | ? | -3 | COc1ccc(NS(=O)(=O)c2ccc3nc(-c4ccccc4)[nH]c3c2)cc1

Bioassay records: PubChem, National Center for Advancing Translational Sciences (NCATS)
